Screening data deposited in PubChem by several laboratories.
MITF TRPM1 inh – inhibitors of MITF-driven TRPM1 promoter in melanoma cells; inhibition, % at 12.5 µM; actives 0.83% (n = 330,000); SK-MEL-5 TRPM1 promoter luciferase, 24 h; AID 488899;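 active = mean inhibition across replicates of 60% or more, whatever share of single replicates reaches that level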; also: values of inactives mirror those of a sister screen read the other way
KKLEB tox – reduces viability of KKLEB cystic fibrosis airway cells | KKLEB CF airway cells viability, ATPlite luminescence, overnight; active compounds read low; cells stimulated with P. aeruginosa culture filtrate | activity change (cytotoxicity), % at 5 µM | actives 0.36% (n = 360,000);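 active = corrected activity change at or below -50% at 5 µM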
CF NFkB inh – inhibitors of cystic fibrosis induced NF-kB | KKLEB NF-kB-GFP reporter, PAF-induced, GFP fluorescence overnight | inhibition, % at 5 µM | actives 0.86% (n = 360,000);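 active = at least 50% inhibition at 5 µM, scaled per plate between neutral and stimulator controls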;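 also: PAF is a Pseudomonas aeruginosa culture filtrate used as stimulus; plate controls were PAF-stimulated DMSO wells for no effect and unstimulated DMSO wells for full effect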
NR2E3 ag-1 – activates human NR2E3 receptor; AID 602229; actives 0.35% (n = 360,000); CHO-S Gal4-NCOR/VP16-NR2E3 two-hybrid, luciferase; Q9Y5X4; inhibition of corepressor binding, % at 3.98 µM;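 active = inhibition above the mean of all tested compounds plus 3 SD, cut at about 70% in these data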;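 also: 0% = DMSO with NR2E3 transfected cells and 100% = cells lacking NR2E3 construct; higher means lower luciferase signal from less NR2E3 corepressor binding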
Target sequence (Q9Y5X4 whole entry, looked up, the tested form may be a part): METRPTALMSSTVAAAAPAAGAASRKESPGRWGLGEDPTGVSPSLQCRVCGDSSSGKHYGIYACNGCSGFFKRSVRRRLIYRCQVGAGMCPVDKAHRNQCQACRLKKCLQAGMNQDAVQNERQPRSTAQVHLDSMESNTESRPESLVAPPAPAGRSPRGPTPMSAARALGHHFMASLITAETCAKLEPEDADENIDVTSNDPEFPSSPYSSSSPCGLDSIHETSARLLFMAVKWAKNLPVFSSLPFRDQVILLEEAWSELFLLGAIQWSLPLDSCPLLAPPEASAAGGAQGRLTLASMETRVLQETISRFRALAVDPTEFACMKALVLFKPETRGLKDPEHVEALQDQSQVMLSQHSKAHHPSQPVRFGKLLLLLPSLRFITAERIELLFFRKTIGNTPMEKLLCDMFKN
TROY signal inh – blocks TROY-dependent signaling in reporter cells | Q293 LMP1-TROYcd NF-kB luciferase reporter, 4 h | inhibition, % at 10 µM | actives 0.98% (n = 360,000) | AID 1347056;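 active = compounds whose plate-normalised and pattern-corrected inhibition of the luciferase reporter signal at the single screening dose is 50% or more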
TRAIL sens C8 – sensitizes caspase-8 expressing cells to TRAIL; actives 1% (n = 360,000); AID 624354; inhibition (viability loss, TRAIL sensitization), % at 10 µM; NB7+C8 cells + TRAIL, ATPlite viability luminescence;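 active = compounds causing at least 50% loss of cell viability in the single-dose screen, relative to plate controls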
TWEAK-Fn14 inh – inhibitors of TWEAK-Fn14 interaction signaling; TWEAK-stimulated Fn14 reporter cells, luciferase luminescence, 8 h; inhibition, % at 10 µM; actives 2% (n = 360,000); AID 1159606; in the data active = inhibition above about 50%
HIF-2a block – HIF-2a inhibition; 786-0 RCC cells HIF-2a reporter, luciferase luminescence, overnight; inhibition, % at 18.8 µM; actives 0.72% (n = 360,000); AID 624352;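 active = inhibition of the luminescence signal of 40% or more relative to plate controls, in a single-dose primary screen at 18.75 µM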
Shn3 3UTR inh – reduces Shn3 3'UTR luciferase signal in osteoblasts | inhibition, % at 12.5 µM | actives 0.52% (n = 360,000) | Clone20 osteoblast Shn3 3'UTR firefly luciferase, 24 h | AID 588674;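 active = mean inhibition of at least 75% with every replicate also reaching 75%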;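 also: 0% = median of neutral control wells and 100% = pilot-screen positive control compound; some compounds past the cut are filed as inactive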
Peg3 promoter – inhibitors of Peg3 promoter | HeLa PEG-Prom luciferase reporter, luminescence, overnight | inhibition, % at 20 µM | actives 1.7% (n = 360,000) | AID 588405;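 active = inhibition of at least 50% at 20 µM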
NR2E3 ag-2 – NR2E3 (human) agonism; GST-NR2E3/biotin-RetCOR TR-FRET, 1536-well; Q9Y5X4; AID 2300; inhibition of corepressor binding, % at 4.78 µM; actives 0.12% (n = 320,000);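 active = percent inhibition above the cutoff of mean plus 3 SD of all tested compounds, set per screening campaign, cut at about 20% in these data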;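 also: 0% = DMSO wells and 100% = biotin wells as full block of FRET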
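system = GST-tagged NR2E3 plus biotinylated RetCOR corepressor | input = 1.35 nM GST-NR2E3 | also added = 7 nM biotin-RetCOR | schedule = 5 h incubation at 4 °C | measured by = TR-FRET with europium anti-GST and streptavidin-D2, 340 nm excitation | read-out = percent loss of FRET ratio relative to control wells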
* marks the source's active call; other numbers are inactive results; & = joins results of further samples.

Screening CC(C)OC(=O)CSc1nnc(-c2ccncc2)n1N returned MITF TRPM1 inh -1, KKLEB tox 0, CF NFkB inh -13, NR2E3 ag-1 -25, TROY signal inh 8, TRAIL sens C8 -12, TWEAK-Fn14 inh 0, HIF-2a block -3, Shn3 3UTR inh -11, Peg3 promoter 2 and NR2E3 ag-2 0.
For O=c1c2ccccc2cnn1-c1ccc2ccccc2c1 the results were MITF TRPM1 inh -20, KKLEB tox -4, CF NFkB inh -10, NR2E3 ag-1 -152, TROY signal inh 15, TRAIL sens C8 51*, TWEAK-Fn14 inh 55*, HIF-2a block -163, Shn3 3UTR inh -31, Peg3 promoter -135 and NR2E3 ag-2 2.
Screening COc1ccc2[nH]c3c(N4CCN(Cc5ccc6c(c5)OCO6)CC4)ncnc3c2c1 returned MITF TRPM1 inh 5, KKLEB tox -14, CF NFkB inh 2, NR2E3 ag-1 36, TROY signal inh 51*, TRAIL sens C8 -2, TWEAK-Fn14 inh 38, HIF-2a block 26, Shn3 3UTR inh 60, Peg3 promoter 55* and NR2E3 ag-2 2.
Screening O=S(=O)(Nc1nc2ccccc2nc1NCC1CCCO1)c1cccc(Cl)c1 (configuration not stated) returned MITF TRPM1 inh -3, KKLEB tox 9, CF NFkB inh -21, NR2E3 ag-1 4, TROY signal inh 18, TRAIL sens C8 24, TWEAK-Fn14 inh -12, HIF-2a block 15, Shn3 3UTR inh 11, Peg3 promoter 10 and NR2E3 ag-2 4.
CCOc1cc(N2CCOCC2)c(OCC)cc1NC(=O)CSc1ncn[nH]1 was read as MITF TRPM1 inh -3, KKLEB tox -8, CF NFkB inh -3, NR2E3 ag-1 33, TROY signal inh 0, TRAIL sens C8 -3, TWEAK-Fn14 inh 15, HIF-2a block 13, Shn3 3UTR inh -7, Peg3 promoter -10 and NR2E3 ag-2 0.
Screening COc1ccc(S(=O)(=O)Nc2ccc(S(=O)(=O)Nc3cc(C)nc(C)n3)cc2)cc1OC returned MITF TRPM1 inh 0, KKLEB tox -1, CF NFkB inh 13, NR2E3 ag-1 -40, TROY signal inh 4, TRAIL sens C8 20, TWEAK-Fn14 inh -11, HIF-2a block 23, Shn3 3UTR inh -16, Peg3 promoter 7 and NR2E3 ag-2 4.
`CC1(C)CC(NC(=O)c2ccc(Cl)c(Cl)c2)CC(C)(C)N1` gave MITF TRPM1 inh 2, KKLEB tox 1, CF NFkB inh 1, NR2E3 ag-1 -11, TROY signal inh -16, TRAIL sens C8 8, TWEAK-Fn14 inh 0, HIF-2a block -17, Shn3 3UTR inh -5, Peg3 promoter -12 and NR2E3 ag-2 1.
COc1ccc(NC(=O)c2cc(C)nc3ccccc23)cc1S(=O)(=O)N1CCOCC1 was read as MITF TRPM1 inh 5, KKLEB tox -6, CF NFkB inh 11, NR2E3 ag-1 15, TROY signal inh 3, TRAIL sens C8 0, TWEAK-Fn14 inh 8, HIF-2a block 12, Shn3 3UTR inh -5 and Peg3 promoter -30.
Screening CCc1nnc(NC(=O)c2ccc(S(=O)(=O)N(C)c3ccccc3)cc2)o1 returned MITF TRPM1 inh 6, KKLEB tox -5, CF NFkB inh -6, NR2E3 ag-1 16, TROY signal inh 17, TRAIL sens C8 27, TWEAK-Fn14 inh 21, HIF-2a block 16, Shn3 3UTR inh 44, Peg3 promoter 17 and NR2E3 ag-2 3.
COc1ccc(-c2csc3ncnc(N4CCN(c5ccccc5Cl)CC4)c23)cc1 was read as MITF TRPM1 inh 2, KKLEB tox -7, CF NFkB inh 29, NR2E3 ag-1 -39, TROY signal inh 29, TRAIL sens C8 20, TWEAK-Fn14 inh 8, HIF-2a block 8, Shn3 3UTR inh 16, Peg3 promoter 25 and NR2E3 ag-2 1.
For CC(C)(C)NC(=O)C(c1ccncc1)N(Cc1ccco1)C(=O)c1ccc(-c2ccccc2)[nH]1 (configuration not stated) the results were MITF TRPM1 inh 12, KKLEB tox -5, CF NFkB inh -6, NR2E3 ag-1 -18, TROY signal inh -27, TRAIL sens C8 6, TWEAK-Fn14 inh -4, HIF-2a block -83, Shn3 3UTR inh -21, Peg3 promoter -13 and NR2E3 ag-2 -4.
COC(=O)c1ccc2c(c1)N(C)S(=O)(=O)c1cnc(SCC(=O)C(C)(C)C)nc1-2 was read as KKLEB tox -1, CF NFkB inh 6, NR2E3 ag-1 0, TROY signal inh 2, TRAIL sens C8 -12, TWEAK-Fn14 inh -2, HIF-2a block 20, Peg3 promoter 15 and NR2E3 ag-2 1.
`CCOc1ccccc1N(CC(=O)Nc1ccccc1Br)S(=O)(=O)c1ccccc1` gave KKLEB tox 2, CF NFkB inh 15, NR2E3 ag-1 -9, TROY signal inh -12, TRAIL sens C8 8, TWEAK-Fn14 inh 4, HIF-2a block 18, Shn3 3UTR inh 1 and Peg3 promoter 7.
For Cc1cc(C)c([N+](=O)[O-])cc1NCC(=O)N1CCN(c2ccccc2)CC1 the results were MITF TRPM1 inh 16, KKLEB tox -8, CF NFkB inh 6, NR2E3 ag-1 -6, TROY signal inh -2, TRAIL sens C8 -1, TWEAK-Fn14 inh -5, HIF-2a block -2, Shn3 3UTR inh 10, Peg3 promoter 10 and NR2E3 ag-2 2.
For Cc1ccc(CNC(=O)C2CCN(S(=O)(=O)c3c(C)noc3/C=C/N(C)C)CC2)cc1 the results were MITF TRPM1 inh 0, KKLEB tox -3, CF NFkB inh -3, NR2E3 ag-1 -22, TROY signal inh -5, TRAIL sens C8 2, TWEAK-Fn14 inh -5, HIF-2a block 2, Shn3 3UTR inh 1, Peg3 promoter 8 and NR2E3 ag-2 0.
`COc1ccc(CCn2c(=S)[nH]c3cc(C(=O)N4CCOCC4)ccc3c2=O)cc1OC` gave MITF TRPM1 inh 4, KKLEB tox 8, CF NFkB inh 1, NR2E3 ag-1 -21, TROY signal inh 4, TRAIL sens C8 -7, TWEAK-Fn14 inh 3, HIF-2a block 20, Shn3 3UTR inh -2, Peg3 promoter 19 and NR2E3 ag-2 2.
Screening CCC(NC(=O)C1(C)CC1(Br)Br)c1ccc(C)cc1 (configuration not stated) returned MITF TRPM1 inh -3, KKLEB tox -3, CF NFkB inh -4, NR2E3 ag-1 13, TROY signal inh -5, TRAIL sens C8 8, TWEAK-Fn14 inh 3, HIF-2a block 0, Shn3 3UTR inh -22, Peg3 promoter 6 and NR2E3 ag-2 1.
For CCOC(=O)C1=C(C)NC(C)=C(C(=O)OCC)C1 the results were MITF TRPM1 inh -4&-15, KKLEB tox 14&-9, CF NFkB inh -10&-2, NR2E3 ag-1 0&-26, TROY signal inh 10&-29, TRAIL sens C8 -4&-2, TWEAK-Fn14 inh 7&21, HIF-2a block 11&5, Shn3 3UTR inh -15&3, Peg3 promoter 3&3 and NR2E3 ag-2 1&0.
Screening CC(=O)Nc1ccc2c(c1)CCCC2=O returned MITF TRPM1 inh 4, KKLEB tox -10, CF NFkB inh 6, NR2E3 ag-1 -12, TROY signal inh 2, TRAIL sens C8 -12, TWEAK-Fn14 inh -8, HIF-2a block -42, Shn3 3UTR inh -6, Peg3 promoter -3 and NR2E3 ag-2 -3.
Screening CCCCCn1c(=NC(=O)c2ccco2)c(C(=O)OCC)cc2c(=O)n3ccccc3nc21 returned MITF TRPM1 inh -19&-21, KKLEB tox 20&3, CF NFkB inh -56&-48, NR2E3 ag-1 -25&-2, TROY signal inh -16&-3, TRAIL sens C8 -1&-2, TWEAK-Fn14 inh -37&-35, HIF-2a block -4&-42, Shn3 3UTR inh 10&13, Peg3 promoter 11&29 and NR2E3 ag-2 0.
`Cc1ccc2cc(C(=O)O)c(C)nc2c1` gave MITF TRPM1 inh 5, KKLEB tox -30, CF NFkB inh 7, NR2E3 ag-1 -10, TROY signal inh -4, TRAIL sens C8 -11, TWEAK-Fn14 inh 1, HIF-2a block 5, Shn3 3UTR inh -24, Peg3 promoter 6 and NR2E3 ag-2 2.
For CC(=O)NC1C(=O)N(CCN2CCOCC2)c2ccc(Br)cc21 (configuration not stated) the results were MITF TRPM1 inh 7, KKLEB tox 2, CF NFkB inh 2, NR2E3 ag-1 -3, TROY signal inh -10, TRAIL sens C8 -2, TWEAK-Fn14 inh 13, HIF-2a block 9, Shn3 3UTR inh 8, Peg3 promoter -2 and NR2E3 ag-2 -5.
Screening CCC(CC)C(=O)Nc1nnc(S(=O)(=O)N2CCc3ccccc32)s1 returned MITF TRPM1 inh -7, KKLEB tox 8, CF NFkB inh 0, NR2E3 ag-1 21, TROY signal inh 3, TRAIL sens C8 -1, TWEAK-Fn14 inh 0, HIF-2a block 4, Shn3 3UTR inh 1, Peg3 promoter -10 and NR2E3 ag-2 7.
CCOc1ccccc1NC(=O)C(OC(=O)c1ccc(CC)cc1)c1ccccc1 (configuration not stated) was read as MITF TRPM1 inh 7, KKLEB tox -18, CF NFkB inh 6, NR2E3 ag-1 17, TROY signal inh -4, TRAIL sens C8 5, TWEAK-Fn14 inh 2, HIF-2a block 5, Shn3 3UTR inh 11, Peg3 promoter 13 and NR2E3 ag-2 -1.
Screening COc1ccc(CC(=O)O/N=C(\N)c2cccc([N+](=O)[O-])c2)cc1 returned MITF TRPM1 inh -10, KKLEB tox 0, CF NFkB inh -8, NR2E3 ag-1 -4, TROY signal inh -24, TRAIL sens C8 -5, TWEAK-Fn14 inh -15, HIF-2a block -53, Shn3 3UTR inh 2, Peg3 promoter -19 and NR2E3 ag-2 5.
`COC(=O)c1ccc(C(NC(=O)OCc2ccccc2)/C(F)=C/[C@@H](C)C(=O)NCc2ccc(OC)c(OC)c2)cc1` (some centres not stated) gave MITF TRPM1 inh 21, KKLEB tox -1, CF NFkB inh -4, NR2E3 ag-1 4, TROY signal inh 7, TRAIL sens C8 10, TWEAK-Fn14 inh -19, HIF-2a block 4, Shn3 3UTR inh 11, Peg3 promoter 29 and NR2E3 ag-2 2.
For Cc1cccc(C)c1NC(=O)CN(C)C(=O)c1cccc(-n2cccc2)c1 the results were MITF TRPM1 inh -28, KKLEB tox 10, CF NFkB inh -28, NR2E3 ag-1 1, TROY signal inh -14, TRAIL sens C8 -10, TWEAK-Fn14 inh 4, HIF-2a block -22, Shn3 3UTR inh -5, Peg3 promoter -18 and NR2E3 ag-2 3.
`CC(C)C[C@H]1COCCS(=O)(=O)N1Cc1cccc(F)c1` gave MITF TRPM1 inh -5, KKLEB tox -2, CF NFkB inh 14, NR2E3 ag-1 15, TROY signal inh -23, TRAIL sens C8 -3, TWEAK-Fn14 inh 9, HIF-2a block 11, Shn3 3UTR inh -16, Peg3 promoter 13 and NR2E3 ag-2 1.

A portion of the library; the hit share may differ from the screen's.
